Source: PubChem
RGS12 GoLoco inh: blocks human Gai1 binding to RGS12 GoLoco peptide, red readout; P63096; Gai1:RGS12 GoLoco peptide FP, rhodamine, 10 min; Potency, µM (top dose mostly 61.6 µM), for inactives: top-dose activity, negative = inhibition, usual class: inhibitors; actives 0.44% (n = 230,000); active means well fitted inhibition curve with a large enough effect, not every such curve was filed as active; inactive means no such curve, though single readings can be large or run the other way; further: on the % scale 0 is the no-effect control and ±100 the full control effect; nearly all actives have a fitted effect of over 30% in size; many of its hits are not listed in these tables
Target sequence (P63096 whole entry, looked up): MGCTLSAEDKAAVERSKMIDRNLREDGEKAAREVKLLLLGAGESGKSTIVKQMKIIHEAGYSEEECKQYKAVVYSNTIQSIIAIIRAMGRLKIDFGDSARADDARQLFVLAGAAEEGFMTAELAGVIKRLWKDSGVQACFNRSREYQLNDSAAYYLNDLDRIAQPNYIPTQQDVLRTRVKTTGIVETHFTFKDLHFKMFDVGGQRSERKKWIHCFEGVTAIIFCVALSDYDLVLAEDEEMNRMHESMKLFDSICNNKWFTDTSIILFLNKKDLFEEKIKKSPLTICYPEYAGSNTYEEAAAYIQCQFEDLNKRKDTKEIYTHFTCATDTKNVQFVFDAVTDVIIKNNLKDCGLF
GAA inh: blocks human lysosomal alpha-glucosidase | P10253 | Potency, µM (highest dose often 76.9 µM), for inactives: at the top dose activity change, negative = inhibition, hits mostly inhibitors | purified human GAA, 4-MU-alpha-glucoside fluorescence | actives 0.005% (n = 200,000);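 further: plate controls were uninhibited enzyme wells for no effect and no-enzyme background for full effect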
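Compounds are titrated up to 77 uM against 4 nM human enzyme. Substrate 4-methylumbelliferyl-alpha-D-pyranoside (400 uM) reacts 20 min at room temperature in pH 5.0 buffer; liberated 4-methylumbelliferone is read at 440 nm.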
HTT aggregate: reduces HttQ103-GFP aggregates in PC12 cells | PC12 HttQ103-GFP aggregates, Acumen cytometry, 40 h | AID 1688 | actives 1.1% (n = 220,000) | Potency, µM (top dose mostly 46.1 µM), for the others: at the top dose activity change, negative = inhibition, hits mostly inhibitors; further: on the % scale 0 is the no-effect control and ±100 the full control effect; nearly all actives have a fitted effect of over 60% in size
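Aggregate formation scored by laser-scanning cytometer (488 excitation, 500–530 emission) in lysed PC12 cells expressing Q103-GFP after 100 nM tebufenozide induction; library tested in dose series, with ATPLite reagent added in the multiplex.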
IMPase Li cell: membrane-permeable IMPase blocker, potentiated with lithium; actives 0.35% (n = 210,000); Potency, µM (doses to about 59.4 µM), for inactives: at the highest dose activity, negative = IMPase inhibition, actives largely listed as inhibitors; CHO-M1 cells, IP1 TR-FRET (IP-One), carbachol + lithium; AID 1457;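 further: IP1 builds up when IMPase is blocked and the TR-FRET signal falls; plate controls were basal vehicle for no effect and high inhibitor control for full effect; nearly all actives have a fitted effect of over 50% in size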
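Lithium-sensitised IP1 accumulation assay; M1-expressing CHO cells treated 30 min at 37C with compound. Competitive antibody detection by time-resolved FRET followed a 10 min room-temperature lysis step.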
aGlu spleen mod: inhibits or activates alpha-glucosidase in human spleen homogenate | human spleen homogenate, 4-MU-alpha-glucoside fluorescence | Potency, µM (doses to about 79.9 µM), inactives show top-dose activity change, negative = inhibition, actives largely listed as inhibitors | actives 0.006% (n = 240,000);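 further: 0% = enzyme with vehicle and -100% = no enzyme basal signal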
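Human spleen homogenate (1 ug) incubated with compounds and 1 mM 4-methylumbelliferyl-alpha-D-glucopyranoside in pH 5.0 citrate/phosphate buffer, 37 C, 40 min. Stopped at pH 10; 4-MU fluorescence (Ex 365/Em 440 nm); AC50 by Hill fit.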
GAA glycogen: alters human alpha-glucosidase cleavage of glycogen; Potency, µM (doses to about 76.4 µM), for the others: at the top dose activity change, negative = inhibition, most hits filed as inhibitors; recombinant GAA, glycogen substrate, Amplex Red glucose oxidase fluorescence; actives 0.38% (n = 300,000); P10253;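 further: 0% = full enzyme reaction and -100% = no-enzyme basal signal; the screen sought inhibitors and activators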
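qHTS, 1536-well; enzyme 4 nM final; cpd up to 77 uM; substrate bovine liver glycogen 30 ug; 50 mM citrate/phosphate pH 5.0, 0.01% Tween-20; 37 C, 40 min; Amplex Red detection 45 min RT; Hill fit → AC50.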
HTT cytoprotect: cytoprotection in Huntington HTT-Q103 PC12 cell model; Potency, µM (highest dose often 56.4 µM), for the others: cytoprotection (ATP increase), most hits filed as activators; PC12 HTT-Q103 induced, cytoprotection, ATP luminescence, 40 h; actives 0.14% (n = 230,000);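 further: % of control where 0% means no effect; nearly all actives have a fitted effect of over 45% in size; toxic huntingtin expression switched on by the ecdysone agonist tebufenozide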
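Rat PC12, Q103 Htt exon1-GFP fusion, ecdysone promoter; tebufenozide inducer 100 nM final; compound titration; qHTS, 1500 cells/well; ATPlite luminescent read.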
The depositor's hits bear a star; u = inconclusive; x = not tested or not shown; & = joins results of further samples; [ ] = remark or other dose. Unless noted, the call rests on the fitted dose curve; in most records, active means well fitted curve in the direction sought with a large enough effect; inconclusive means small, poorly fitted or top-dose-only effect, or another doubt; inactive means no such curve, though single readings can be large; an effect the other way counts as inactive or inconclusive. Potency means the concentration at half of the fitted maximal effect. An excerpt, so the mix of outcomes need not match the whole.

[1] CN(CCC#N)C(=O)COC(=O)c1nn(-c2ccccc2)c(=O)c2ccccc12
[2] CN(C)CCOc1ccc(Cl)cc1C(C)(C)C
[3] CCN(CC)S(=O)(=O)c1ccc2nc(NC(=O)c3ccco3)sc2c1
[4] COc1ccc2[nH]c(=O)c(CN(Cc3cccnc3)Cc3nnnn3CC3CCCO3)cc2c1 (configuration not stated)
[5] CCOC(=O)c1c(NC(=O)CNC2CCCCC2)sc(C)c1C

assay / entry	1	2	3	4	5
RGS12 GoLoco inh	1%	-6%	10%	13%	4%
GAA inh	7%	u	-10%	x	11%
HTT aggregate	-4%	13%	-7%	12%[9.22 µM]	-3%[9.22 µM]
IMPase Li cell	11%	23%	-5%	x	11%
aGlu spleen mod	-8%	-2%	9%	3%	-8%
GAA glycogen	-2%	4%	-12%	3%	-4%
HTT cytoprotect	-4%[10 µM]	-11%	-35%	1%[10 µM]	-5%[10 µM]

[6] CCOC(=O)c1ccc(N2C(=O)CC(Nc3ccc(CCO)cc3)C2=O)cc1 (configuration not stated)
[7] CSc1ccc(/C=N/NC(=O)c2ccc(O)cc2)cc1
[8] O=C(Cc1ccccc1F)Nc1cccc2cccnc12
[9] C=CCn1c(C)c(C(C)=O)c(N2CCCC2)nc1=S
[10] Cc1ccccc1N1CCN(CCCOc2ccc3c(C)cc(=O)oc3c2)CC1

assay / entry	6	7	8	9	10
RGS12 GoLoco inh	3%	22%	-3%	7%	-26%
GAA inh	-2%	-11%	0%	-5%	-7%
HTT aggregate	u	-7%	2%	-11%	10%
IMPase Li cell	15%[38.3 µM]	15%	4%	-4%[38.3 µM]	28%
aGlu spleen mod	0%	-9%	1%	1%	-4%
GAA glycogen	u	4%	4%	-2%	0%
HTT cytoprotect	-3%	-26%[10 µM]	7%[10 µM]	-6%	22%[10 µM]

[11] COC(=O)c1sccc1S(=O)(=O)Nc1ccc(S(N)(=O)=O)cc1
[12] O=C(c1ccccc1)c1ccc2nc(-c3ccco3)c(-c3ccco3)nc2c1
[13] Cn1nc(-c2ccccc2)c(C(O)c2ccc(Cl)cc2)c1Cl (configuration not stated)
[14] CCn1c(=O)c(C(=O)NCCNCCO)c(O)c2ccccc21
[15] Cc1cc(/C=N/NC(=O)Cn2c3ccccc3c(=O)c3ccccc32)c(C)n1-c1ccc(Cl)cc1

assay / entry	11	12	13	14	15
RGS12 GoLoco inh	-5%	-27%	5%	-6%	17%
GAA inh	x	-5%	2%	-1%	u
HTT aggregate	0%[9.22 µM]	x	8%	-8%	2%
IMPase Li cell	x	22%	-5%	30%[38.3 µM]	-6%
aGlu spleen mod	-1%	5%	-2%	-6%	20%
GAA glycogen	7%	-4%	3%	0%	-4%
HTT cytoprotect	11%[10 µM]	x	7%[10 µM]	-9%[10 µM]	-6%[1.9 µM]

[16] CC(C)(C)c1cc2cccnc2n1Cc1ccccc1
[17] O=c1c2ccccc2c(C=Nc2cccc(S(=O)(=O)NC3=NCCCCC3)c2)c(O)n1Cc1ccccc1
[18] O=C(Nc1ccc(NC(=O)c2cc([N+](=O)[O-])ccc2N2CCOCC2)cc1)c1cccs1
[19] O=C1CCC(=O)N1c1ccc(CSc2nnnn2C2CCCCC2)cc1
[20] Cc1ccc(NC(=O)OCCN2CCN(Cc3ccccc3)CCC2=O)cc1

assay / entry	16	17	18	19	20
RGS12 GoLoco inh	-2%	5%	0%	8%	3%[88.7 µM]
GAA inh	0%	x	-1%	u	3%
HTT aggregate	1%	-25%[9.22 µM]	2%	1%	-1%
IMPase Li cell	1%[38.3 µM]	x	8%	0%[38.3 µM]	13%&4%
aGlu spleen mod	-12%	5%	-4%	0%	0%[119 µM]
GAA glycogen	2%	8%	9%	2%	4%
HTT cytoprotect	-7%	6%[10 µM]	x	-4%	20%

[21] CCC(C)[C@H](NC(=O)NCc1ccccc1)C(=O)O (some centres not stated)
[22] S=C(NCC1CCCO1)Nc1ccccc1Cl (configuration not stated)
[23] Cc1ccc(CCN2CC(C(=O)NCc3ccco3)CC2=O)cc1 (configuration not stated)
[24] O=C1CCCc2nc(N3CCc4ccccc43)ncc21
[25] O=C(CSc1ccccc1C(=O)O)NC12CC3CC(CC(C3)C1)C2

assay / entry	21	22	23	24	25
RGS12 GoLoco inh	-3%	7%	-6%	7%	0%
GAA inh	-10%	0%	-7%	-2%	x
HTT aggregate	2%	-3%	9%	-22%	1%[9.22 µM]
IMPase Li cell	14%[38.3 µM]	1%	2%[38.3 µM]	1%[38.3 µM]	x
aGlu spleen mod	-5%	3%	-6%	-9%	1%
GAA glycogen	-6%	-7%	13%	-2%	-5%
HTT cytoprotect	2%[0.074 µM]	x	-10%	-81%[inhibitor]	1%[10 µM]

An excerpt from above in order of molecular weight, ascending.
[21] CCC(C)[C@H](NC(=O)NCc1ccccc1)C(=O)O (some centres not stated)
[24] O=C1CCCc2nc(N3CCc4ccccc43)ncc21
[22] S=C(NCC1CCCO1)Nc1ccccc1Cl (configuration not stated)
[20] Cc1ccc(NC(=O)OCCN2CCN(Cc3ccccc3)CCC2=O)cc1

assay / entry	21	24	22	20
RGS12 GoLoco inh	-3%	7%	7%	3%[88.7 µM]
GAA inh	-10%	-2%	0%	3%
HTT aggregate	2%	-22%	-3%	-1%
IMPase Li cell	14%[38.3 µM]	1%[38.3 µM]	1%	13%&4%
aGlu spleen mod	-5%	-9%	3%	0%[119 µM]
GAA glycogen	-6%	-2%	-7%	4%
HTT cytoprotect	2%[0.074 µM]	-81%[inhibitor]	x	20%

Going on with the list.
[26] CCOc1ccc2[nH]c3c(N4CCC5(CC4)OCCO5)ncnc3c2c1
[27] CC(CCO)Nc1nc2c([nH]1)c(=O)n(C)c(=O)n2C (configuration not stated)
[28] CCCCCOc1ccc(CSc2n[nH]c(C)n2)cc1
[29] COc1ccc(CN2C(=O)NC3(CCCc4ccccc43)C2=O)cc1F (configuration not stated)
[30] CCC(=O)c1ccc(OCc2ccc(C(=O)c3ccccc3)cc2)cc1

assay / entry	26	27	28	29	30
RGS12 GoLoco inh	-9%	3%	7%	9%	5%
GAA inh	5%[15.4 µM]	0%	13%	2%	u
HTT aggregate	3%[9.22 µM]	-8%	-6%[9.22 µM]	5%	u
IMPase Li cell	x	31%[activator][38.3 µM]	5%	8%	19%
aGlu spleen mod	8%	-4%	8%	-14%	3%
GAA glycogen	-13%	u	-13%	7%	-16%
HTT cytoprotect	-20%[10 µM]	-2%[0.074 µM]	-5%[10 µM]	5%	-1%[10 µM]

[31] COc1cc(CNCCc2ccccc2F)ccc1OCc1ccc(Cl)nc1
[32] CC1=C(C(=O)NC2CCCC(C)C2C)C2(CCCCC2)OC1=O (configuration not stated)
[33] C[C@]12CCC3c4ccc(OS(=O)(=O)O)cc4CCC3C1CCC2=O (some centres not stated)
[34] CC(C)c1nnc(NC(=O)Cc2ccc(Br)cc2)s1
[35] CCN(CC)c1ccc(/C=c2\sc3nc4ccccc4n3c2=O)c(O)c1

assay / entry	31	32	33	34	35
RGS12 GoLoco inh	144%	-29%	1%	4%	-30%
GAA inh	-4%	-2%	x	1%	-11%
HTT aggregate	-3%	-2%	x	25%	u
IMPase Li cell	37%[activator][38.3 µM]	53%[activator][38.3 µM]	-2%	-16%	-5%
aGlu spleen mod	-6%	-4%	-4%	1%	1%
GAA glycogen	2%	-2%	x	1%	6%
HTT cytoprotect	-15%	14%[10 µM]	-98%[inhibitor]	-10%[10 µM]	x

[36] Nc1nc2ccccc2n1C(=O)c1ccccc1
[37] Cc1ccc(-n2nnc3c(=O)n(Cc4cccc(C)c4)cnc32)cc1
[38] CCOC(=O)C1=C(CNCCc2ccc(Cl)cc2)NC(=O)NC1c1cccc([N+](=O)[O-])c1 (configuration not stated)
[39] CCOC(=O)C(=CNc1ccccc1Cl)C(=O)OCC
[40] Cc1c(NC(=O)/C(C#N)=C\c2cccs2)c(=O)n(-c2ccccc2)n1C

assay / entry	36	37	38	39	40
RGS12 GoLoco inh	12%	0%	13%	-11%	7%
GAA inh	2%	-1%	-4%	x	-6%
HTT aggregate	-6%[9.22 µM]	u	u	-13%[9.22 µM]	5%
IMPase Li cell	1%	22%[38.3 µM]	17%	x	8%
aGlu spleen mod	-5%	-19%	-3%	-4%	-5%
GAA glycogen	-4%	8%	-6%	-6%	17%
HTT cytoprotect	-69%[inhibitor][10 µM]	-5%[10 µM]	-39%[inhibitor]	-3%[10 µM]	3%[10 µM]

[41] O=C(CCNS(=O)(=O)c1cccs1)NCc1ccco1
[42] COc1cccc(Cn2c(=O)c(C)nc3cnc(Nc4ccccc4)nc32)c1
[43] CC1CN(c2nc3ccccc3cc2-c2ccccc2)CC(C)O1 (configuration not stated)
[44] CC1CCN(CC(O)COc2cccc(F)c2)CC1 (configuration not stated)
[45] COCCCNC(=O)CC(NS(=O)(=O)c1ccc(F)cc1)c1ccc(OC)cc1 (configuration not stated)

assay / entry	41	42	43	44	45
RGS12 GoLoco inh	9%	113%[activator]	11%	-15%	7%
GAA inh	0%	x	1%	-13%	0%
HTT aggregate	7%	x	-12%	0%	8%
IMPase Li cell	-2%[38.3 µM]	12%	u	6%[38.3 µM]	17%[38.3 µM]
aGlu spleen mod	-1%	6%	5%	-9%	-5%
GAA glycogen	-10%	x	-17%	-20%	-2%
HTT cytoprotect	-1%	-71%[inhibitor]	-69%[inhibitor]	6%	-19%

[46] Cc1cccc(N2CC(C(=O)Nc3nnc(SCC(=O)Nc4cc(C)on4)s3)CC2=O)c1 (configuration not stated)
[47] O=C1c2cc(Br)ccc2O[C@@H](c2ccc3c(c2)OCO3)[C@@H]1O
[48] NS(=O)(=O)c1cc2c(cc1Cl)N[C@@H]([C@@H]1C[C@@H]3C=C[C@H]1C3)NS2(=O)=O
[49] S=c1[nH]nc(COc2ccccc2)n1C1CCCCC1
[50] Cc1cc(C(=O)Nc2ccc3c(c2)OCCO3)co1
[51] Cc1nc(NCCCO)c(C#N)c2c1COC(C)(C)C2
[52] CSc1ccccc1NC(=O)CN(C)CC(=O)Nc1ccccc1N1CCOCC1
[53] O=C(OCc1ccc(Br)cc1)c1cccc(-c2nnc(-c3ccccc3)o2)c1

assay / entry	46	47	48	49	50	51	52	53
RGS12 GoLoco inh	20%	6%	13%	3%	x	x	7%	3%
GAA inh	4%	x	x	-8%	-12%	u	-1%	-2%
HTT aggregate	-6%	x	x	5%	-2%	2%	3%	9%
IMPase Li cell	-10%	10%	25%	32%[activator][38.3 µM]	x	x	3%	6%
aGlu spleen mod	7%	-4%	-13%	-3%	-9%	1%	-6%	6%
GAA glycogen	5%	x	x	u	13%	3%	-19%	-6%
HTT cytoprotect	31%[10 µM]	-33%[inhibitor]	u	-7%	2%	-6%	-11%	6%[10 µM]
